# Assay outcomes from PubChem.
# SRC3 TRFRET art – TR-FRET detection interference compounds, artefact control for PPARgamma SRC-3 recruitment agonists, biochemical, TR-FRET ratio; TR-FRET ratio at 8 µM; TR-FRET artefact counter-screen, PPARgamma/SRC-3 format; active compounds read high; 0.39% of 99,000 active; AID 1048, 2008; in the data active = TR-FRET ratio above about 2000; also: inactives centre near 1600
# SRC1 TRFRET art – TR-FRET detection interference compounds, primary screen, artefact control for PPARgamma SRC-1 recruitment agonists, biochemical, TR-FRET emission ratio; TR-FRET detection artefact counter-screen; active compounds read high; TR-FRET ratio at 8 µM; 0.34% of 99,000 active; AID 1051, 2008; in the data active = TR-FRET ratio above about 2300; also: inactives centre near 1800
# * = called active by the depositor.
SMILES,SRC3 TRFRET art,SRC1 TRFRET art
O=C(c1ccc(S(=O)(=O)N2CCOCC2)cc1)N(c1cccc(Cl)c1)C1C=CS(=O)(=O)C1 (stereo unspecified),1547,1558
N/C(Cc1ccc(Cl)cc1Cl)=N\OC(=O)c1ccccc1F,1480,1667
CCC(C)NS(=O)(=O)c1ccc(OCC(=O)NCc2ccc(OC)cc2)cc1 (stereo unspecified),1483,1792
N#CCCN(C(=O)COc1ccc(Cl)cc1Cl)c1ccccc1,1633,1827
Nc1sc(-c2ccccc2)c(Cc2ccccc2)c1C(=O)O,1667,2016
CC(=O)Nc1cccc(NC(=O)Cc2nc(-c3ccccc3)sc2-c2ccc(C)cc2)c1,1487,2033
C/C(=N\NC(=O)c1ccncc1)C12CC3CC(CC(C3)C1)C2,1436,1914
CC(=O)c1sc(NC(=O)CCOc2ccccc2)nc1C,2011,2252
O=C(CSc1ccccc1)N/N=C/c1ccccc1O,1623,1971
O=c1ccnc(Nc2ccc3c(c2)OCCO3)[nH]1,1579,1791
Cc1ccc(-c2noc(-c3cccs3)n2)cc1,1767,1963
CCOc1cc(NC(=S)NCC2CCCO2)c(OCC)cc1NC(=O)c1ccccc1F (stereo unspecified),1514,1477
CCc1ccccc1NC(=O)CN(C)C(=O)CSc1nnc(Nc2cccc(C)c2C)s1,1481,1596
COc1ccc(CC(=O)OCC(=O)Nc2ccc(C(=O)Nc3ccc(OC)cc3)cc2)cc1,1505,1679
CCN(C(=O)c1ccc2c(Cl)c3c(nc2c1)CCC3)c1ccc(C)c(C)c1,1774,1862
O=C(O)Cn1cc(/C=C2/NC(=O)N(c3ccc(Cl)cc3)C2=O)c2ccccc21,1670,1631
O=C(CN1N=C(c2ccccc2)CCC1=O)NCCCN1CCc2ccccc2C1,1451,1538
C#Cc1ccc([C@H]2C=C(C(=O)N3CCN(Cc4ccccc4)CC3)O[C@@H](OCC)[C@@H]2CCCO)cc1,1465,1544
CCc1nnc(NS(=O)(=O)c2ccc(N/C=C\C(=O)c3ccc4ccccc4c3)cc2)s1,1492,1796
COc1ccc(N(C(=O)CCl)C(C(=O)NC2CCCCC2)c2cccnc2)cc1 (stereo unspecified),1624,2009
COCCN(C(=O)CSc1nnc(-c2ccccc2C)n1C)c1c(N)n(Cc2ccccc2)c(=O)[nH]c1=O,1796,1737
O=C(CSc1ncn[nH]1)NC1CCCc2ccccc21 (stereo unspecified),1535,1613
Cc1ccc(S(=O)(=O)CCSC(=N)N)cc1,1624,1911
Cc1ccc(NC(=O)c2sccc2C)cc1[N+](=O)[O-],1581,1776
COc1ccccc1NC(=O)c1ccc(-n2cncn2)nc1,1488,1830
NC1=NC(=O)/C(=C\c2cccnc2)S1,1512,1899
S=C(Nc1ccc(Nc2ccccc2)cc1)NC1CCCCCC1,1719,1639
COc1ccc(Cc2nnc(NC(=O)CSc3ccc(C)cc3)s2)cc1,1639,1716
CN(C(=O)CSc1nc2cc(C(=O)O)ccc2c(=O)n1Cc1ccccc1)C1CCS(=O)(=O)C1 (stereo unspecified),1560,1593
CCN(C(C)=O)N(CC)c1nc(Cl)nc(NC(C)C)n1,1433,1704
C/C(=N\NC(=S)NCc1ccccc1)c1ccc(C(C)(C)C)cc1,1457,1452
Cc1ccnc(NC2c3ccccc3C(=O)N2Cc2ccccc2Cl)c1 (stereo unspecified),1528,1822
CN(C)CCCNc1ccc(S(N)(=O)=O)cc1[N+](=O)[O-],1688,1808
COc1ccc(C(=O)C2CCCN(C3Cc4ccccc4C3)C2)c(OC)c1 (stereo unspecified),1477,1753
O=C(CCCn1c(SCc2cc(=O)n3ccccc3n2)nc2ccccc2c1=O)NCC1CCCO1 (stereo unspecified),1722,1865
COc1ccc(NC(=O)CSc2nc(C)cc(C)n2)c([N+](=O)[O-])c1,1535,1905
S=C(Nc1cccnc1)NC1CCCC1,1642,1714
O=C1CSc2ccc(C(=O)Nc3cccc(S(=O)(=O)Nc4ccc(Br)cc4)c3)cc2N1,1715,1826
O=C(O)CC/C(=C\c1ccccc1[N+](=O)[O-])c1nc2ccccc2s1,1545,1767
Cc1cccc(C)c1NC(=O)Cn1nnc(-c2ccc(CN3CCC(C)CC3)cc2)n1,1517,1999
CC(C)CN(C(=O)CN1CCN(c2ccc([N+](=O)[O-])cc2)CC1)c1c(N)n(CC(C)C)c(=O)[nH]c1=O,1566,1713
O=[N+]([O-])c1cccnc1-n1cnc2ccccc21,1620,1737
CCOC(=O)C(Cc1ccc(Cl)cc1Cl)c1ccno1 (stereo unspecified),1594,1890
C=CCNC(=O)NC(=O)CSc1nnc(C(F)(F)F)n1C,1700,1980
C=CCNC(=O)C(=O)NCC1CCCN1CC (stereo unspecified),1659,1605
C=CCn1c(C)cc(C(=O)Cn2ncc(Cl)c(Cl)c2=O)c1C,1389,1828
CCOc1ccc(-c2c(C)n([O-])c3c([n+]2=O)CCCCC3)cc1,1668,1771
Cc1cc(Cl)ccc1C(=O)C1CCCN(C(=O)c2cscn2)C1 (stereo unspecified),1604,1757
Cc1nnc(NC(=O)CSC2CCCCC2)s1,1441,1854
CCOc1ccccc1N(C(=O)Nc1ccc(Cl)cc1)C1=NC(C)CS1 (stereo unspecified),1578,1788

# The list goes on.
SMILES,SRC3 TRFRET art,SRC1 TRFRET art
Cc1c(-c2ccccc2)nc2ccccc2c1C(=O)OCC(=O)Nc1ncc(C(F)(F)F)cc1Cl,1705,1816
CC(C)Cn1c(-c2csc(C(C)C)c2)n[nH]c1=S,1698,1919
CCC1CCCCN1C(=O)CNCC1CCCO1 (stereo unspecified),1531,1793
COc1ccc(S(=O)(=O)NCC2CCCN(C(=O)c3sccc3C)C2)cc1 (stereo unspecified),1355,1715
COc1ccnc(Oc2ccccc2)c1C(=O)N/C=N/OCc1ccccc1,1524,1784
O=C(NC1CC1)C1=C[C@H](C2CCCCC2)C[C@H](OCc2ccc(CO)cc2)O1,1442,1620
CCOC(=O)C1(Cc2cccc(Cl)c2)CCCN(C(=O)CCC(=O)N(C)C)C1 (stereo unspecified),1752,1664
Cc1ccc(NC(=S)N(CCCN2CCN(C)CC2)Cc2cccs2)cc1C,1461,1602
Cc1ccc(C(NC(=O)C(C)C)c2cc([N+](=O)[O-])c3cccnc3c2O)cc1 (stereo unspecified),1425,1628
Cc1ccccc1OCCn1cc(C(=S)N2CCN(C)CC2)c2ccccc21,1529,1820
O=C(Cn1cc(C(F)(F)F)ccc1=O)N/N=C/c1ccc(Cl)cc1,1482,1803
O=C(CCc1nc2ccccc2c(=O)[nH]1)Nc1ccc(F)c([N+](=O)[O-])c1,1487,2065
CC(C)=C1C2C=CC1C(C(=O)Nc1cc(C)ccc1C)C2C(=O)O (stereo unspecified),1708,2123
CCOC(=O)N1CCC(NC(=O)CCCN2C(=O)CSc3ncccc32)CC1,1641,1598
COc1ccc(OCCn2cc(/C=N/NC(=O)c3ccncc3)c3ccccc32)cc1,1415,1706
O=C1c2ccccc2NC(c2ccccn2)N1NS(=O)(=O)c1ccccc1 (stereo unspecified),1555,1536
Cc1cc([N+](=O)[O-])ccc1N=Nc1c(N)[nH]n(-c2ccccc2)c1=O,1687,2323*
CNC(=O)C1=C(C)NC(=S)NC1c1cccs1 (stereo unspecified),1534,1615
COc1cc([N+](=O)[O-])ccc1NC(=S)Nc1cccc(C(=O)O)c1,1634,1637
COc1ccc(C2C(C#N)=C(N)OC3=C2C(=O)CCC3)cc1OC (stereo unspecified),1613,1899
O=C(NCc1ccco1)C1CC(c2ccc(Cl)c(Cl)c2)=NO1 (stereo unspecified),1306,1802
COc1ccc(CCNC(=O)[C@@H]2C[C@H]2c2ccccc2)cc1OC,1500,1722
CCOCCOC(=O)COc1ccc(N2C(=O)c3ccccc3C2=O)cc1,1592,1905
Cc1nc(N)sc1-c1csc(N(C)c2ccc(O)cc2)n1,1461,1871
CCOC(=O)c1ccc(N2C(=O)CC(SCC(N)C(=O)OCC)C2=O)cc1 (stereo unspecified),1492,2056
COCCNC(=O)CCC(=O)NNc1nc2ccccc2c2nc(C)nn12,1506,1873
COc1ccc(C(=O)C2CCN(C(=S)Nc3ccc(F)cc3)CC2)cc1,1419,1750
O=S(=O)(NCc1csc(-c2cccnc2)n1)c1cccs1,1394,1621
Cc1sc2ncnc(N3CCCCC3C)c2c1C (stereo unspecified),1421,1735
O=C(NNc1nc(-c2ccccc2)cs1)c1ccc(F)cc1,1600,1945

# Reprinted from the part before: two compounds, followed by the next part.
SMILES,SRC3 TRFRET art,SRC1 TRFRET art
Cc1sc2ncnc(N3CCCCC3C)c2c1C (stereo unspecified),1421,1735
O=C(NNc1nc(-c2ccccc2)cs1)c1ccc(F)cc1,1600,1945
COC(=O)c1c(NC(=O)C2CC2)sc(C(=O)Nc2ccccc2)c1C,1537,1759
O=C(/C=C/c1ccoc1)c1ccccc1O,1826,1785
CNC(=O)COC(=O)[C@@H](Nc1ccc(S(=O)(=O)N2CCOCC2)cc1[N+](=O)[O-])C(C)C,1800,1694
Cc1ccccc1OCCSc1nc2ncnc(N)c2[nH]1,1605,1488
CN=C(Cc1ccccc1)C1=C(O)CC(C)(C)CC1=O,1426,1676
CC(C)N(C)C(=O)c1ccc(OC2CCN(CCc3ccccc3)CC2)cc1,1764,1842
Cc1nn(-c2ccccc2)c(Cl)c1/C=N/NC(=O)CNC(=O)c1ccccc1Cl,1656,1804
Cc1ccc(N2CCN(C3=NC(=O)C(Cc4ccccc4)S3)CC2)cc1 (stereo unspecified),1649,1810
COc1ccc([N+](=O)[O-])cc1NC(=O)CSc1nc(C)c(C)c(C)n1,1566,1779
NS(=O)(=O)c1ccc(NC(=O)CSc2ncn[nH]2)cc1,1633,1818
Cc1ccccc1OCC(=O)NCc1ccccc1,1785,2108
COc1ccc(CCNC(=O)c2ccc(=O)[nH]c2)cc1,1442,1748
CC(=O)N1CCN(Cc2cc(=O)n3cc(Cl)c(C)c(Cl)c3n2)CC1,1638,1774
O=C(N/N=C/c1ccc(N2CCCCC2)o1)c1ccccc1,1709,1827
COc1ccc(C(=O)Nc2ccc(C(=O)NCCc3ccc(OC)c(OC)c3)cc2)cc1,1311,1892
O=C(CNC(=S)NC(=O)c1ccccc1)c1ccccc1,1496,1570
Cc1c(Cl)cn2c(=O)cc(CN3CCN(c4ccc(F)cc4)CC3)nc2c1Cl,1509,1867
Cn1c(-c2ccc3c(c2)OCO3)cnc1NCc1ccccc1Cl,1523,1911
CN(Cc1cn(C)nc1-c1cccc(Cl)c1)C1CCOCC1,1602,1665
NC(N)=Nc1nc2ccc(Cl)cc2c(=O)[nH]1,1435,1591
N#CCSc1nn(-c2ccc(F)cc2)c(=S)s1,1498,1577
O=C1CC(c2ccccc2)CC(O)=C1C=Nc1ccccc1 (stereo unspecified),1464,1750
CC(=O)Nc1ccc(NC(=O)/C=C/c2ccc3c(c2)OCO3)cc1,1673,1749
COc1ccc(Br)c(C(=O)NC2CCCC2)c1,1515,1787
COCCNc1nc(-c2ccc(OC)cc2)c(-c2ccc(OC)cc2)s1,1623,1951
O=C(O)c1ccccc1Cc1nc2cc(Cl)ccc2c(=O)[nH]1,1681,1933
CCCOc1ccc(C2CC(=O)NC2=O)cc1 (stereo unspecified),1622,1615
CCN(CC)C(=O)c1cn(C)c2ccc(S(=O)(=O)N(CC)CC)cc2c1=O,1425,1941
CCC(CC(C)(C)O)C(=O)NNC(=S)Nc1ccccc1 (stereo unspecified),1494,1522
CC(/C=N/NC(=O)c1c(Br)cnn1C)=C\c1ccccc1,1425,1726
CCOC(=O)c1c(C)oc(NC(=O)CCl)c1C(=O)OCC,1684,1865
COc1ccc(Cl)cc1NC(=O)C1(c2cccs2)CCOCC1,1399,1880
CCn1c(SCC(=O)N/N=C(\C)c2ccco2)nnc1-c1ccccc1,1623,1982
CN(C=[N+](C)C)c1cccc2c1C(=O)c1ccccc1C2=O,1676,1898
CC(=O)NNC(=O)c1sc(=S)n2c1[nH]c(=O)c1sccc12,1618,1878
COc1ccc(C/C(C)=N/NC(=S)Nc2ccccc2F)cc1,1607,1598
CCC(=O)OCC(=O)Nc1ccc2c(c1)OCO2,1503,1898
O=C(C(=O)N1CCCc2ccccc21)c1cn(CC(=O)N2CCOCC2)c2ccccc12,1522,1797
Cc1nn(CCC#N)c2[nH]c(=O)cc(C(F)(F)F)c12,1464,1782
CCSCc1nnc(SCC(=O)Nc2ccc(F)cc2)n1CC,1594,1916
CSc1nc2ccc(NS(=O)(=O)c3ccccc3F)cc2s1,1625,1843
COc1ccc2[nH]c3c(=O)n4c(nc3c2c1)SCCC4,1634,1681
Fc1ccc(CSc2nnc3ccccn23)c(Cl)c1,1639,1939

# Among those listed so far, 15 have an NH in an aromatic ring:
SMILES,SRC3 TRFRET art,SRC1 TRFRET art
O=c1ccnc(Nc2ccc3c(c2)OCCO3)[nH]1,1579,1791
COCCN(C(=O)CSc1nnc(-c2ccccc2C)n1C)c1c(N)n(Cc2ccccc2)c(=O)[nH]c1=O,1796,1737
O=C(CSc1ncn[nH]1)NC1CCCc2ccccc21 (stereo unspecified),1535,1613
CC(C)CN(C(=O)CN1CCN(c2ccc([N+](=O)[O-])cc2)CC1)c1c(N)n(CC(C)C)c(=O)[nH]c1=O,1566,1713
CC(C)Cn1c(-c2csc(C(C)C)c2)n[nH]c1=S,1698,1919
O=C(CCc1nc2ccccc2c(=O)[nH]1)Nc1ccc(F)c([N+](=O)[O-])c1,1487,2065
Cc1cc([N+](=O)[O-])ccc1N=Nc1c(N)[nH]n(-c2ccccc2)c1=O,1687,2323*
Cc1ccccc1OCCSc1nc2ncnc(N)c2[nH]1,1605,1488
NS(=O)(=O)c1ccc(NC(=O)CSc2ncn[nH]2)cc1,1633,1818
COc1ccc(CCNC(=O)c2ccc(=O)[nH]c2)cc1,1442,1748
NC(N)=Nc1nc2ccc(Cl)cc2c(=O)[nH]1,1435,1591
O=C(O)c1ccccc1Cc1nc2cc(Cl)ccc2c(=O)[nH]1,1681,1933
CC(=O)NNC(=O)c1sc(=S)n2c1[nH]c(=O)c1sccc12,1618,1878
Cc1nn(CCC#N)c2[nH]c(=O)cc(C(F)(F)F)c12,1464,1782
COc1ccc2[nH]c3c(=O)n4c(nc3c2c1)SCCC4,1634,1681

# This is a subset. The share of hits here may be higher or lower than overall.
